MBNL1-CUG inh: blocks human MBNL1 binding to CUG repeat RNA; actives 0.036% (n = 280,000); Potency, µM (doses to about 57.5 µM), for the others: at the top dose activity change, negative = inhibition, hits mostly inhibitors; Q9NR56; TR-FRET MBNL1-His/biotin-(CUG)12 binding, 665/545 ratio; active = well fitted inhibition curve with a large enough effect in the signal ratio, with a control signal flat, not every such curve was filed as active; inconclusive = small, poorly fitted or top-dose-only effect, or effect the other way, or a change in a side signal; inactive = no such curve, though single readings can be large or run the other way; the % refers to the signal ratio; note: potency is the fitted concentration of half-maximal effect; % is set by controls: 0 for no effect and ±100 for the full control effect
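TR-FRET readout: Ex 340 nm, 665/545 nm emission ratio, normalized to buffer-only (basal) and MBNL1-(CUG)12 controls. Complex of MBNL1-His with Biotin-(CUG)12, compounds 92 nM–58 uM, incubated 60 min at room temperature.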
KCNH2 3.1 block: blocks the human KCNH2 3.1 channel isoform | activity change, % (tested at about 1.8 µM) | U2OS KCNH2 3.1, thallium flux FluxOr; hits give low values | actives 0.95% (n = 340,000);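 active = maximum activity change below -70%; inconclusive = maximum activity change from -70% to -50%; inactive = maximum activity change above -50%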;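 note: thallium influx rate constant from kinetic fluorescence after stimulation buffer; % is set by controls: 0 for no effect and ±100 for the full control effect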
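Measured as rate of thallium-driven FluxOr signal in transduced U2OS cells carrying the 3.1 channel, read kinetically for 2 min upon stimulation; values are rate constants scaled to DMSO control wells.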
Rab9 prom act: activates the Rab9 promoter; Huh7 Rab9 promoter-luciferase reporter, luminescence, 24 h; Potency, µM (doses to about 9.22 µM), without a hit: at the highest dose activation, negative = inhibition, hits mostly activators; actives 2.8% (n = 320,000); AID 485297; note: potency is the fitted concentration of half-maximal effect; % of control where 0% means no effect; nearly all actives have a fitted effect of over 60% in size
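Stable Rab9-luc Huh7, 1500 cells/well, 2 h settle; cmpd in DMSO, 24 h, 37 °C/5% CO2; luciferase reagent 10 min RT; luminescence.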
RORgamma inh: inhibitors of mouse ROR gamma transcriptional activity; P51450; Drosophila S2 Gal4-RORgamma UAS-luciferase reporter, 20 h; Potency, µM (series often up to 53.6 µM), without a hit: at the top dose activity change, negative = inhibition, actives largely listed as inhibitors; actives 5.4% (n = 310,000); note: potency is the fitted concentration of half-maximal effect; % is set by controls: 0 for no effect and ±100 for the full control effect; nearly all actives have a fitted effect of over 60% in size
Target sequence (P51450 whole entry, looked up, the tested form may be a part): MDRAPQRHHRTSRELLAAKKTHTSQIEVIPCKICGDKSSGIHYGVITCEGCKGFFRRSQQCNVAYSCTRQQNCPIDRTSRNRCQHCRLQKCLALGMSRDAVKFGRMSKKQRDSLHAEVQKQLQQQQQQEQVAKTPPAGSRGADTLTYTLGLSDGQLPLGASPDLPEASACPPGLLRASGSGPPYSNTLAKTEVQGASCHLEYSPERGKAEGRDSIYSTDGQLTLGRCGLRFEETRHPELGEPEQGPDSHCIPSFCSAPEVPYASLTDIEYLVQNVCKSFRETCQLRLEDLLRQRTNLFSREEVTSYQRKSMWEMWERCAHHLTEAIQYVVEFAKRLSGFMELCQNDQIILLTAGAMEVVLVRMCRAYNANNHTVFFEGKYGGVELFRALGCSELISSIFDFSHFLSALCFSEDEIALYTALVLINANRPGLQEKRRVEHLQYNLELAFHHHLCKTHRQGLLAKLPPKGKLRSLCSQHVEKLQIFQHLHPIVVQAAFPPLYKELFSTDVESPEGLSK
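Stably transfected Drosophila Schneider cells are the test system, with ROR gamma fused to Gal4 and luciferase under UAS control; luminescence is read after 20 hr of 700 uM copper sulfate induction at ambient temperature.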
FLuc counter: firefly luciferase modulation, counter-screen for miR-21 project; purified FLuc, Km substrates, luminescence inhibition; Potency, µM (titrated, usually from 57.5 µM), for inactives: at the highest dose activity change, negative = inhibition, actives largely listed as inhibitors; P08659; actives 6.9% (n = 360,000); AID 588342;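 note: potency is the fitted concentration of half-maximal effect; plate controls were vehicle for no effect and reference inhibitor for full effect; nearly all actives have a fitted effect of over 55% in size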
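Purified P. pyralis luciferase (10nM final) with 10uM D-luciferin and 10uM ATP (Km levels) in 50mM Tris acetate pH 7.5, 10mM Mg acetate, 0.01% Tween-20, 0.05% BSA; qHTS 6-point titration, ~60 µM downward; luminescence read.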
Gal4-VP16 FLuc: Gal4-VP16 reporter inhibition counter-screen | actives 3.5% (n = 310,000) | AID 2546 | Potency, µM (series often up to 53.6 µM), inactives show at the top dose activity, negative = inhibition, hits mostly inhibitors | Drosophila S2 Gal4-VP16 UAS-luciferase, luminescence, 20 h;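 note: Gal4-VP16 expression switched on by copper sulfate through the metallothionein promoter; potency is the fitted concentration of half-maximal effect; % is set by controls: 0 for no effect and ±100 for the full control effect; nearly all actives have a fitted effect of over 50% in size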
NPC1 promoter act: activators of NPC1 promoter; Huh7 NPC1 promoter luciferase reporter, 24 h; Potency, µM (series often up to 9.22 µM), for inactives: top-dose activation, hits mostly activators; actives 2.4% (n = 320,000); AID 485313;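 note: potency is the fitted concentration of half-maximal effect; % of control where 0% means no effect; nearly all actives have a fitted effect of over 60% in size; reporter is driven by a mutant NPC1 promoter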
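In 1536-well qHTS, Huh7 cells harboring an NPC1 promoter–luciferase construct received compound for 24 h; activation was quantified by luminescence following luciferase reagent addition.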
ELG1 DNA repair: blocks ELG1-dependent DNA repair in HEK293T cells; actives 2.3% (n = 330,000); Potency, µM (titrated, usually from 46.1 µM), for inactives: at the highest dose activity change, negative = inhibition, usual class: inhibitors; HEK293T ELG1-luciferase reporter, luminescence, 16 h; DNA damage induced by 5-fluorouridine; note: potency is the fitted concentration of half-maximal effect; % is set by controls: 0 for no effect and ±100 for the full control effect; nearly all actives have a fitted effect of over 55% in size
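Step one: seed 2,000 cells per well. Step two: pin-transfer compound or DMSO alongside 5-fluorouridine. Step three: incubate 16 hr, 37 °C, 5% CO2. Step four: add ONE-Glo, wait 30 min, read luminescence.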
PKM2 act: increases activity of human pyruvate kinase M2; purified PKM2, Kinase-Glo ATP luminescence, activation; response scale: 0% is enzyme alone, no compound; actives 0.34% (n = 260,000); P14618; Potency, µM (doses to about 57.5 µM), without a hit: top-dose activation, hits mostly activators; note: potency is the fitted concentration of half-maximal effect; % is set by controls: 0 for no effect and ±100 for the full control effect; nearly all actives have a fitted effect of over 55% in size
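Kinase-Glo luminescence reports ATP generated from ADP (0.1 mM) and PEP (0.5 mM) by purified hPK-M2 after 1 h at room temperature, pH 7.2 imidazole buffer; intermediate enzyme activity allows detecting inhibitors and activators.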
Mito fusion yeast: inhibitors of mitochondrial division or activators of mitochondrial fusion; S. cerevisiae fusion-defective mutant growth rescue, CellTiterGlo 48 h; Potency, µM (titrated, usually from 46.1 µM), inactives show at the top dose growth rescue (activation), usual class: activators; actives 0.23% (n = 320,000); AID 485298;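 note: potency is the fitted concentration of half-maximal effect; % of control where 0% means no effect; nearly all actives have a fitted effect of over 45% in size; temperature-sensitive fusion mutants such as fzo1-1 at 37 °C on non-fermentable ethanol glycerol medium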
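Luminescent cell viability in 1536-well qHTS format served as the measure of rescued growth in ts fusion-mutant S. cerevisiae cultured on non-fermentable YPEG for 48 hours at 37C.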
Menin-MLL TR inh: menin-MLL binding inhibition, Texas Red mutant peptide; Menin + Texas Red MLL mutant peptide, fluorescence polarization; Potency, µM (doses to about 61.6 µM), inactives show at the highest dose FP activity change, negative = inhibition, actives largely listed as inhibitors; actives 0.23% (n = 270,000); active = well fitted inhibition curve with a large enough effect in the polarisation, with a control signal flat, not every such curve was filed as active; inconclusive = small, poorly fitted or top-dose-only effect, or effect the other way, or a change in a side signal; inactive = no such curve, though single readings can be large or run the other way; the % refers to the polarisation; note: potency is the fitted concentration of half-maximal effect; % of control where 0% means no effect; many of its hits are not listed in these tables
Target sequence (O00255 whole entry, looked up): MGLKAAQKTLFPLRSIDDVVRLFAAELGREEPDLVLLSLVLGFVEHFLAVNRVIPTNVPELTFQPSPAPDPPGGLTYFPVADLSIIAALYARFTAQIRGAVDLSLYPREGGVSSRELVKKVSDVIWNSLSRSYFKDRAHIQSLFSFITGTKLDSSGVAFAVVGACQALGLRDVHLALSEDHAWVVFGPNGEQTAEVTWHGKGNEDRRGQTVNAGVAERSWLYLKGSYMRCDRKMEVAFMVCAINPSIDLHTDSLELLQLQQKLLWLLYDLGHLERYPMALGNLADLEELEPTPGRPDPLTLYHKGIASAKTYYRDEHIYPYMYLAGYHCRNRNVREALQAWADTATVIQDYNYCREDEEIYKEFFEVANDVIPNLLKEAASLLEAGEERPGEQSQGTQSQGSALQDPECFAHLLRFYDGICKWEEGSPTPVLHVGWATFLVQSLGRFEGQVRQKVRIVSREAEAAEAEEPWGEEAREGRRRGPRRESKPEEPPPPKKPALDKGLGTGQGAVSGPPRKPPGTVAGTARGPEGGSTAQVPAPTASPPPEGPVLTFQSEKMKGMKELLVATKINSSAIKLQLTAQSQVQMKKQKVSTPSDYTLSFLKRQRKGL
* = called active by the depositor; ? = inconclusive; . = not tested or not shown; & = joins results of further samples; [ ] = another dose, or the depositor's remark. Unless noted, calls come from the whole dose curve; as a rule, active = well fitted curve in the direction sought with a large enough effect; inconclusive = small, poorly fitted or top-dose-only effect, or another doubt; inactive = no such curve, though single readings can be large; an effect the other way counts as inactive or inconclusive. A portion of the library, so the mix of outcomes need not match the whole.

SMILES | MBNL1-CUG inh | KCNH2 3.1 block | Rab9 prom act | RORgamma inh | FLuc counter | Gal4-VP16 FLuc | NPC1 promoter act | ELG1 DNA repair | PKM2 act | Mito fusion yeast | Menin-MLL TR inh
CC(=O)C1=C(O)C(=O)N(CO)C1c1ccccc1F (centres undefined) | 5% | -7 | -5% | -4% | 4% | -5% | -23% | 1% | -2% | -1% | -1%
Cc1ccc(S(=O)(=O)N(C)C)cc1NC(=S)N(C)C1CCN(C)CC1 | -9% | -3 | -2% | -18% | 1% | -10% | 8% | 10% | . | 8% | 16%
CCCCCCSc1cccc(-c2nc3cc(C)ccn3c2NCc2ccccc2)c1 | . | ? | 3% | . | ? | . | -3% | ? | . | 8% | .
CCCCCC(=O)NC(=S)NNC(=O)CC | 2% | -9 | -4% | 11µM* | 0% | -4% | -5% | 0% | 1% | -6% | 16%
O=C(CCS(=O)(=O)c1ccc(Br)cc1)Nc1ccc(Cl)cc1F | 4% | -9 | -5% | 2% | 4% | 0% | 1% | 0% | -4% | -6% | 0%
N#Cc1c(N)n(Cc2ccccc2)c(=O)c2cc([N+](=O)[O-])ccc12 | ? | 4 | -2% | 8% | 6% | -19% | -3% | 10% | . | 1% | ?
CCC1(CC)NC(=O)N(CC(=O)Nc2sc3c(c2C(N)=O)CCC3)C1=O | ? | -4 | 0% | 14% | 4% | -2% | -3% | -3% | 1% | -1% | ?
CC(C)(C)C1CCC2(CC1)CC(=O)c1ccccc1O2 (centres undefined) | 0% | 1 | -2% | 15% | -1% | 2% | -5% | -2% | 2% | -6% | .
COCCn1c(CN(C)Cc2ccccc2)nc2c1c(=O)n(C)c(=O)n2C | -5% | -7 | -1% | 18% | 1% | -10% | -4% | ? | 6% | 0% | -5%
O=C(NN=C(Cc1ccccc1)Cc1ccccc1)c1ccncc1 | 1% | 27 | -4% | -48% | 4% | -19% | 2% | -26% | -2% | 8% | .
CC(C)(C)SCCNC(=O)CN(c1ccc(F)cc1)S(=O)(=O)c1ccccc1 | 2% | -10 | 1% | 33% | 6% | -1% | -1% | -12% | -26% | -5% | -7%
COC(=O)c1cc(C(C)=O)c(C)[nH]c1=O | -8% | -7 | -7% | 14% | -1% | -4% | -4% | -5% | 1% | -6% | -3%
Nc1c2c3c(sc2nc(=O)n1N)CCCC3 | -6% | 17 | -12% | 12% | -8% | -2% | 0% | 14% | 1% | 1% | 15%
O=C1c2nc3cc(-c4ccco4)[nH]n3c(=O)c2CN1Cc1ccccc1 | 0% | -8 | -1% | 0% | ? | 1% | 0% | 1% | 2% | 3% | .
Cc1ccc(C)c(S(=O)(=O)Nc2ccc(C(=O)N3CCCCC3)cc2)c1 | -2% | -5 | 0% | ? | 4% | 2% | -4% | 0% | 10% | -3% | .
COc1ccccc1N1CCN(C2CCCN(C(=O)c3csc(C)n3)C2)CC1 (centres undefined) | 1% | 5 | -2% | -4% | 0% | -6% | -4% | -4% | . | 3% | .
CC(=O)Nc1ccc(NCc2cccs2)cc1 | 3% | 0 | 20% | 14% | -12% | ? | 12% | -15% | 0% | -1% | -2%
CCN(CC)c1ccc(N2C(=O)C3CCCCC3C2=O)cc1[N+](=O)[O-] (centres undefined) | . | 2 | 9% | 38% | 0% | 8% | 0% | 23% | -6% | 6% | 8%
CCc1nnc(NS(=O)(=O)c2ccc(NC(=O)c3cc(Cl)ccc3[N+](=O)[O-])cc2)s1 | ? | 17 | -5% | 11% | -2% | 11% | -2% | 3% | -1% | 2% | ?
O=C(NCCCn1ccnc1)c1ccncc1 | 8% | 9 | 2% | 14% | 4% | -9% | ? | 2% | -8% | 6% | 3%
Cc1cc(C)nc(NC(=O)Nc2ccccc2C(F)(F)F)n1 | 6% | -6 | 1% | 42% | ? | -2% | -5% | ? | 8% | 1% | 0%
CC1CCC(NC(=O)c2cccc(S(=O)(=O)N3CCN(c4ccccc4)CC3)c2)CC1 (centres undefined) | . | -18 | -9% | . | 4% | . | -9% | 0% | . | -1% | .
COc1cc2cc(CCCOC(=O)c3ccc4c(c3)OCO4)oc(=O)c2cc1OC | . | -10 | -2% | . | 7% | . | 3% | ? | . | -6% | .
COc1ccc(CCc2nnc(CCC(=O)NCc3cc(C(C)C)no3)o2)cc1 | -10% | . | ? | 18% | 17µM* | 8% | 27% | ? | 2% | -2% | 10%
O=C(NC(=S)Nc1ccccc1N1CCCCC1)c1ccc(-c2cccc([N+](=O)[O-])c2)o1 | 8% | -14 | -6% | 0.5µM* | 8% | 2.2µM* | -7% | ? | 4% | 0% | ?
CC(=O)Nc1ccc(S(=O)(=O)c2c(N)n(CCN3CCOCC3)c3nc4ccccc4nc23)cc1 | 7% | -13 | 1% | 0% | 0% | -4% | 7% | 26% | -4% | -1% | 2%
COc1ccc(OC)c(Nc2nnc(C)c(=O)[nH]2)c1 | -8% | 7 | -2% | 2% | -3% | 5% | 8% | -7% | 1% | -7% | 16%
CCOC(=O)c1cc2sccc2n1CC(=O)OC(C)C | 11% | 3 | -7% | -10% | 0% | 3% | -1% | -5% | -2% | 2% | -6%
CCOC(=O)CC1C(=O)NCCN1S(=O)(=O)c1cccc(C(F)(F)F)c1 (centres undefined) | -5% | 18 | -2% | -3% | 1% | 0% | -4% | -23% | 4% | 3% | .
CNc1nc(N)c([N+](=O)[O-])c(N2CCCCCC2)n1 | -8% | 15 | -3%[1.84 µM] | 18% | 5% | 5% | 0% | -4% | . | 6% | -14%
CC(C)CCNS(=O)(=O)c1cc2c3c(c1)CCN3C(=O)CC2 | 2% | -9 | 2% | -4% | 1% | -1% | -2% | ? | . | -4% | 12%
CS(=O)(=O)N(CC(=O)N1CCc2ccccc2C1)c1ccc2c(c1)OCO2 | -3% | 3 | 1% | -12% | 1% | 4% | 0% | 1% | 0% | -3% | -1%
CC1=NN(C(=O)COc2ccccc2C)C(O)(c2ccc(Cl)cc2)C1 (centres undefined) | -13% | -10 | -2% | 14µM* | 5% | 7.9µM* | 0% | -10% | -10% | ? | -11%
CN(C)S(=O)(=O)c1cccc(-c2cn3cccnc3n2)c1 | 31%[activator] | -4 | 13% | -2% | 0% | 6%[10 µM] | -4% | ? | -3% | -1% | -25%
O=C(CNC(=O)c1cccnc1)N/N=C/c1cc(Br)c(O)c(Br)c1 | 13% | 6 | -2% | -22% | 2% | 2% | 0% | -7% | . | 23% | -1%
O=C(CN1CCCC1c1cccs1)N1CCN(S(=O)(=O)c2ccccc2)CC1 (centres undefined) | . | 6 | -6% | . | 0% | . | -1% | -4% | . | 1% | .
Oc1ccc(/C=N/Nc2ccc3ccccc3c2)c(O)c1 | 16% | -16 | 1% | -37% | 19µM* | -5% | 9% | ? | -19% | 5% | ?
COc1ccc(N=Cc2c(O)n(-c3ccc(OC)cc3)c(=O)c3ccccc23)cc1 | 0% | -1 | -3% | -14% | 7% | -15% | -13% | -14% | 0% | -1% | 0%
O=C(N/N=C/c1ccc([N+](=O)[O-])cc1)c1c[nH]c2ccccc12 | ? | -4 | ? | 25% | -18% | -4% | 26% | -11% | 7% | -1% | ?
Cc1cc(C)n2nc(C(=O)N3CCCC(N4CCN(c5ccccc5C)CC4)C3)cc2n1 (centres undefined) | -3% | -13 | 5% | . | 2% | . | 3% | -20% | 0% | 0% | ?
CCNS(=O)(=O)c1ccc(CCC(=O)Nc2ccccc2)cc1 | 0% | 9 | 9% | 1% | -1% | 3% | -3% | -3% | -4% | -3% | 18%
O=C(O)Cn1c(=O)c2c3c(sc2n(Cc2ccc(F)cc2)c1=O)CCCC3 | 1% | -4 | -3% | 2% | -2% | -16% | 0% | -3% | . | -6% | 5%
O=C1C2C(C(=O)N1c1ccc3c(c1)OCO3)C1C=CC2C12CC2 (centres undefined) | -8% | -4 | 3% | -1% | 17µM* | -9% | -2% | ? | -7% | -2% | -2%
CCOC(=O)N1CCC(N2CCCC(C(=O)c3cccc(OC(C)C)c3)C2)CC1 (centres undefined) | -5% | -80* | 0% | 10% | -1% | -3% | 0% | ? | -22% | 7% | .
CC(CC(=O)Nc1ccc(Br)cc1F)S(=O)(=O)c1ccc2c(c1)NC(=O)CO2 (centres undefined) | -8% | -15 | -7% | 35% | 1%&-2% | 1% | -2% | -16% | . | -2% | .

Screening data: PubChem, National Center for Advancing Translational Sciences (NCATS)
